HSF1 inh: HSF1 inhibition. AID 2098. 300,000 tested, 0.77% active. activity change, negative = inhibition, % at 7.5 µM (by protocol). NIH3T3-HGL HSE-luciferase, MG132-induced, luminescence 8 h; active compounds read low;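 active = more than half of replicate wells show activity change below -50%, luminescence cut by over half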;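 note: luciferase reports HSF-1 transcriptional activity via heat shock element; 0% = median of DMSO wells and -100% = zero luminescence signal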
AI-2 QS modul: Vibrio harveyi AI-2 quorum sensing modulation; Vibrio harveyi JMH597 AI-2 luminescence/OD600 ratio, 9 h; active compounds read low; strain lacks LuxN and CqsS sensors; 0 = neutral-control median; activity change, % at 7.5 µM; 300,000 tested, 0.4% active; AID 2094; in the data active = activity change below about -75%, passing the limit was not always enough;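 note: luminescence divided by OD600 gain over 9 h not by final OD600 alone; inactives centre near 13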
GSK3 alpha inh: human GSK-3 alpha kinase inhibition. ADP-Glo luminescence, 60 min. P49840. inhibition, % at 10 µM. 320,000 tested, 0.1% active;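 in the data active = inhibition above about 50%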;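 note: GST-tagged GSK-3 alpha with peptide substrate and 25 µM ATP; 0% = DMSO neutral wells and 100% = GW8510 positive control wells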
Target sequence (P49840 whole entry, looked up): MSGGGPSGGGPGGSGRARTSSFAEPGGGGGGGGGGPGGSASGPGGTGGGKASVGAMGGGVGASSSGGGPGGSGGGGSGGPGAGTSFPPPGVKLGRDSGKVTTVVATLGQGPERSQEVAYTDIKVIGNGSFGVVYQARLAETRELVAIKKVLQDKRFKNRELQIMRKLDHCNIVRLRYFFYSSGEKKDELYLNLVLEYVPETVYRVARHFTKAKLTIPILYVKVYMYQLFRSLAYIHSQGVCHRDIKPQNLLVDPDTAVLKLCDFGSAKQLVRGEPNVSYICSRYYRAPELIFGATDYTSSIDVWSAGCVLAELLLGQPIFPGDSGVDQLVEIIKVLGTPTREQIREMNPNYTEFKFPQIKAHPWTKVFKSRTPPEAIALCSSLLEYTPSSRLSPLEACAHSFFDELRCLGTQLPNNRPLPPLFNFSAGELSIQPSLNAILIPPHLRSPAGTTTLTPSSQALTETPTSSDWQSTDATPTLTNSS
HIF activator: HIF pathway transcriptional activation | AID 1910 | activation, % at 7.5 µM (by protocol) | U2OS HRE-luciferase reporter, luminescence; normalized: DMSO 0%, desferrioxamine 100% | 300,000 tested, 0.32% active;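 active = mean activation of at least 10% of the iron chelator positive control signal, with at least half of replicates also reaching 10%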
IEC-6 tox: IEC-6 cytotoxicity, counter-screen for KLF5 inhibitors; luminescence viability; inhibition, % at 5 µM; 290,000 tested, 0.78% active; in the data active = inhibition above about 22%;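 note: 0% = plate median of test compound wells and 100% = cytotoxic reference compound wells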
KLF5 inh: inhibitors of KLF5 expression | inhibition, % at 5 µM | DLD-1 KLF5 promoter-luciferase reporter, luminescence | 290,000 tested, 0.23% active;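 active = inhibition above a per-plate limit of that plate's mean compound inhibition plus 3 SD, cut at about 60% in these data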;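 note: 0% = DMSO wells and 100% = LY294002 at 200 µM; higher means less KLF5 promoter-driven luciferase light; inactives centre near -14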
aSyn 5UTR inh: 5' untranslated region of α-synuclein, MLPCN primary screen. inhibition, % (tested at 7.5 µM). 300,000 tested, 0.82% active. alpha-synuclein 5'UTR reporter, inhibitor activity; in the data active = inhibition above about 60%;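 note: H4 neuroglioblastoma cells stably carrying SNCA 5'UTR luciferase fusion; 0% = DMSO wells and 100% = positive control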
HSF-1 act: increases HSF-1 driven luciferase reporter signal; NIH3T3-HGL HSF-1 luciferase reporter, MG132, 8 h; 100% = twice DMSO control signal; activation, % at 9 µM; 300,000 tested, 1.7% active; AID 504408;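 active = mean replicate activation of at least 50% with a set share of replicates each reaching 50%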;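 note: 0% = median of the neutral control wells and 100% = twice that signal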
HSP90 inh: HSP90 refolding inhibition in rabbit reticulocyte lysate; luciferase refolding luminescence, 3 h; inhibition, % at 5.6 µM; 290,000 tested, 0.91% active; AID 1789;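 active = inhibition above the screen-wide mean plus 3 SD, computed separately per campaign, cut at about 16% in these data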;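 note: 0% = DMSO wells and 100% = 60 µM geldanamycin wells; inhibitors lower the luminescence because luciferase stays unfolded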
GSK3B inh: blocks human GSK3beta kinase activity; P49841; GST-GSK3beta kinase, ADP-Glo luminescence, 60 min; active compounds read low; activity score (negative = inhibition), % at 10 µM; 300,000 tested, 0.038% active; AID 2097;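 active = more than half of replicate wells score below -50%, meaning over 50% inhibition versus plate controls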;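 note: 0% = median DMSO wells and -100% = median GW8510 positive control wells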
Target sequence (P49841 whole entry, looked up): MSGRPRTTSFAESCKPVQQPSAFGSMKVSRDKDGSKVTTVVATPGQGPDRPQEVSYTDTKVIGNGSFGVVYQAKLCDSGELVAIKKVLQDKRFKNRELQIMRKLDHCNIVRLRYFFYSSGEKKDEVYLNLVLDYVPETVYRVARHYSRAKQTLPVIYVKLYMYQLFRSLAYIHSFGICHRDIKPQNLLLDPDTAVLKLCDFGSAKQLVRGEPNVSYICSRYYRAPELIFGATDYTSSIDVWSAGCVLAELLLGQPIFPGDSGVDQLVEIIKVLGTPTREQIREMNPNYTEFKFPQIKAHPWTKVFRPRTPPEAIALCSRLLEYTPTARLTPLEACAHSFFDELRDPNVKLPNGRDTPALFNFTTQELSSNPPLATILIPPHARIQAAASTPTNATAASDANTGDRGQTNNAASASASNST
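test system = GST-tagged human GSK3beta kinase, cell-free | reagent = 25 µM ATP with peptide substrate | dosing = one dose of 10 µM per compound | schedule = 60 min reaction, RT | detection = luminescent ADP-Glo measurement of ADP formed | control set = DMSO neutral wells and GW8510 at 20 µM as positive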
An asterisk follows results filed as active; · = no result given. This is a random part of the collection; 4.7% or so of the library scored in one or more.

SMILES	HSF1 inh	AI-2 QS modul	GSK3 alpha inh	HIF activator	IEC-6 tox	KLF5 inh	aSyn 5UTR inh	HSF-1 act	HSP90 inh	GSK3B inh
COc1cc(-c2nc3cc(C)ccn3c2NC2CCCCC2)ccc1-c1ccc(C(C)=O)cc1	14	15	0	-4.1	·	·	20	18	·	0
O=C(C1CCCCN1S(=O)(=O)c1ccccc1[N+](=O)[O-])N1CCCC1 (stereo unspecified)	-6	6	6	-0.9	-4	11	-62	-18	-5	-5
COc1ccccc1NC(=O)CSc1nnc(Cc2cccs2)n1C	8	3	-3	-0.1	·	·	-13	7	·	2
CCOC(=O)N1CCN(C(=O)C2CCN(S(=O)(=O)c3ccc(Br)s3)CC2)CC1	2	25	-1	-0.6	-1	7	3	1	0	1
O=C(Nc1cc(Br)ccc1O)c1cc(-c2ccc3c(c2)OCO3)on1	-2	22	-1	2.7	-2	-72	-108	-2	6	2
COc1ccc(-c2nc(C)c(C(C)=O)n2O)cc1	0	14	-1	1.0	-4	-12	-33	4	-2	0
CCOC(=O)N1CCN(C(=O)CCN2C(=O)COc3ccccc32)CC1	-12	-1	0	-0.1	0	-17	-33	-5	2	2
N/C(Cc1cccs1)=N\OC(=O)COc1ccccc1	9	-4	-1	1.6	-1	-49	-77	8	2	1
COc1ccc(NC2CCCN(C(=O)CCc3ccncc3)C2)cc1OC (stereo unspecified)	-1	6	5	0.0	2	-15	0	7	-1	5
COC(=O)[C@@]1(Cc2ccccc2)[C@@H]2C(=CC(=O)[C@H]2CC(=O)C(=O)N(C)C)CN1C(=O)c1ccccc1	25	17	3	2.7	7	-4	-38	36	4	-1
COC(=O)c1sc(NC(=O)c2ccoc2C)nc1C	21	-2	·	3.0	-4	-39	-136	48	1	1
CCOC(=O)CN(C(=O)CN1CCOCC1)c1ccc(Br)cc1	-1	3	0	-0.8	-4	-19	1	-15	1	-2
O=C(NCc1ccccc1)C(c1cccnc1)N(C(=O)c1csnn1)c1ccccc1 (stereo unspecified)	1	11	1	-0.2	-2	-1	21	2	-4	3
O=C(COC(=O)c1ccc(CSc2ccc(Cl)cc2)cc1)Nc1ccccc1	7	8	-3	0.0	4	-32	-24	-3	-4	-1
CCN(C(=O)c1cccs1)C1CCS(=O)(=O)C1 (stereo unspecified)	2	22	·	3.0	·	·	-8	3	·	-1
O=C(Nc1ccc(S(=O)(=O)N2CCCCC2)cc1)c1ccccc1Cl	-5	20	1	-0.7	1	-38	3	12	2	-1
COc1ccccc1NC(=O)C(C)OC(=O)C1CCN(S(=O)(=O)c2ccc(C)c(C)c2)CC1 (stereo unspecified)	7	12	-2	-0.2	·	·	30	11	·	-5
CC1CCC(NC(=O)c2ccc(N3CCCC3=O)cc2)CC1 (stereo unspecified)	6	9	-3	1.7	1	-49	-64	22	0	-4
CCOc1ccccc1NC(=O)CN1C(=O)COc2ccc(S(=O)(=O)N3CCOCC3)cc21	-2	16	1	-0.5	4	-16	4	9	-5	-1
C=C(C)C1Cc2c(C)nn(-c3ccccn3)c2C1 (stereo unspecified)	-10	13	1	0.0	-5	-35	7	4	5	3
COc1cccc(NC2=Nc3cccc4cccc2c34)c1	4	-2	-1	1.1	0	-9	-31	16	-2	-1
Cn1nc([N+](=O)[O-])nc1Oc1ccc2ccccc2c1	1	20	-2	0.1	-2	-52	0	2	-2	-2
Cc1cc(C)c(S(=O)(=O)NCc2cccnc2)cc1C	6	4	-5	-0.7	-1	-22	7	8	-2	3
Cn1cnnc1SCC(=O)Nc1cc(S(=O)(=O)N2CCCCCC2)ccc1Cl	-44	18	-1	-0.2	12	-2	31	-54	-2	-24
CN1CCN(Cc2nc3ccccc3c(=O)n2Cc2nc(-c3ccccc3F)cs2)CC1	6	16	-1	20*	11	-21	-10	-5	1	1
COCCn1c(=NC(=O)c2ccc(S(=O)(=O)N3CCCc4ccccc43)cc2)sc2cc(S(C)(=O)=O)ccc21	-13	3	-1	105*	-8	-30	7	7	-3	0
C=C1[C@@H](OC(C)=O)CC[C@]2(C)[C@@H]1C[C@@H]1C[C@H](OC(C)=O)C(C)=C([C@@H](OC(C)=O)[C@@H]2OC(C)=O)C1(C)C	0	26	0	-1.9	·	·	7	3	·	4
Cc1cc(C)c2c(=O)n(CC(=O)Nc3ccc(Cl)cc3)sc2n1	2	15	0	-0.7	2	-18	-6	-1	-1	0
Cn1c(O)c(C(C#N)=C2N=c3ccccc3=N2)c2ccccc21	-3	36	-3	0.6	6	-1	-35	-18	0	-4
Cc1ccc(S(=O)(=O)NCCC(=O)OCC(=O)Nc2cccc(S(=O)(=O)NC3=NCCCCC3)c2)cc1	12	5	-1	-0.4	-4	-24	1	11	-2	1
CC(C)[C@H](NC(=O)c1ccco1)C(=O)NCc1ccccc1	-7	-2	-1	-0.5	-1	6	13	-18	5	1
COc1ccc(CC(=O)NCC(=O)N=Nc2c(O)[nH]c3ccccc23)cc1	-4	11	-1	0.3	-2	8	18	1	-3	3
O=C(O)c1cc2ccccc2c2cc(Br)ccc12	-5	10	3	0.2	1	-11	15	19	1	2
CCCSCCCNC(=O)c1ccc(NC(=O)C2=CSCCO2)cc1	-3	9	-2	-0.1	-5	-46	4	-6	-2	-3
CCOc1ccc(CCNC(=O)c2ccc(CS(=O)Cc3ccc(Cl)cc3)o2)cc1 (stereo unspecified)	11	32	1	0.1	0	-16	-4	-7	4	2
Nc1nonc1C(=O)N/N=C/c1ccc(-c2ccc(Cl)c(C(=O)O)c2)o1	0	10	0	0.0	-3	-4	2	17	-6	0
COc1ccc(NC(=O)CN(C)C(=O)CNC(=O)c2cccs2)cc1	-6	-10	2	0.7	4	-15	1	4	-2	2
NC(=O)N/N=C(/CCCCCC/C(=N\NC(N)=O)c1ccccc1)c1ccccc1	-9	12	5	-0.2	-5	-27	11	6	2	-2
COC(=O)[C@]1(CC(C)C)N[C@H](c2ccc(-c3ccc(OC)cc3)cc2)[C@@H]2C(=O)N(C)C(=O)[C@@H]21	-3	17	-3	0.2	·	·	-2	6	·	-4
CCCCn1c(N)c(N(CCC(C)C)C(=O)CC2OC(=O)c3ccccc32)c(=O)[nH]c1=O (stereo unspecified)	3	36	-2	-0.5	·	·	0	-3	·	0
CC1CCCCN1C(=O)C1COc2ccccc2O1 (stereo unspecified)	-2	14	-1	0.3	-9	-25	4	-3	-4	1
C=C(c1ccccc1C)[n+]1ccccc1	-1	19	-2	-4.0	-6	-11	-4	-1	1	-1
Cc1ccc(Cn2ccc(NC(=O)CCSc3nc(-c4ccco4)cc(C(F)(F)F)n3)n2)cc1	13	6	0	0.9	1	-6	16	18	1	-4
O=C(c1ccco1)N(CCC(c1ccccc1)c1ccco1)Cc1ccc(F)cc1 (stereo unspecified)	17	20	-2	-0.3	0	1	46	14	3	0
O=C(CSc1nncs1)N1c2ccccc2Sc2ccccc21	-4	21	0	·	-3	-11	5	-1	4	3
COc1ccc(OC)c(S(=O)(=O)N2CCCc3ccccc32)c1	2	9	3	0.1	8	-25	27	-1	4	3
COc1ccc(NS(=O)(=O)c2cc(NC(=O)c3ccc(=O)[nH]c3)ccc2N2CCCC2)cc1	-5	21	-1	2.6	42*	21	-50	-10	-2	0
O=C(C1CC1)N1N=C(c2ccc(Br)cc2)CC1(O)C(F)(F)F (stereo unspecified)	-6	12	-2	-0.7	-6	-8	-12	-5	-6	1
Cc1cnc(C(=O)N2CCCC(N3CCN(c4ccccc4F)CC3)C2)cn1 (stereo unspecified)	-9	13	·	-0.5	4	-25	-5	1	-4	3
NCC1CCC(C(=O)Oc2ccc(CCC(=O)O)cc2)CC1 (stereo unspecified)	2	21	-1	-1.0	·	·	24	-1	·	1
O=C(NC1CCCC1)c1ccc(CS(=O)(=O)c2ccc(Br)cc2)o1	-5	21	1	0.1	-2	-37	18	-3	-1	-2
O=C(Cn1cc2c(n1)CCCC2)N1CCCc2ccccc21	15	8	-3	0.3	0	9	0	12	-1	1
CC(C)CN(CC(C)C)C(=O)COc1ccccc1C(N)=O	-11	-2	-1	0.9	-7	-6	13	-4	-4	0
O=[N+]([O-])c1cccc(/C=N/Nc2nc(N3CCOCC3)nc(N3CCOCC3)n2)c1	-6	-3	-7	-0.5	-2	-13	-13	7	-6	3
OCCNCCCCOc1ccc(OCc2ccccc2)cc1	-3	8	-2	1.6	4	-20	-55	46	10	-3
CC(C)(C#CCN1CCCCC1)OCCOC(c1ccccc1)c1ccccc1	4	22	-4	0.2	-6	-15	23	10	-3	1
Cc1ccc(NC(=O)CS(=O)(=O)c2c[nH]c3ccccc23)c(C)c1	-4	5	1	-0.4	2	-23	-5	-8	0	-3
COc1ccc(CCNC(=O)CCn2c(SCC(=O)N3CCCC3)nc3ccccc3c2=O)cc1OC	-4	-8	-2	0.1	-3	-16	10	4	3	0
CCOc1ccc(S(=O)(=O)N2CCC(C(=O)OC(C)C(=O)N3CCOCC3)CC2)cc1 (stereo unspecified)	-4	17	-3	1.9	·	·	5	-2	·	2
CC(C)CCNC(=O)C1C2C=CC3(CN(Cc4ccccc4Cl)C(=O)C13)O2 (stereo unspecified)	-1	2	-4	-0.3	-3	-8	5	8	-2	2
Next section:
SMILES	HSF1 inh	AI-2 QS modul	GSK3 alpha inh	HIF activator	IEC-6 tox	KLF5 inh	aSyn 5UTR inh	HSF-1 act	HSP90 inh	GSK3B inh
CC(=O)N1CCOc2ccc(S(=O)(=O)N3CCC(C(=O)Nc4ccc(F)cc4)CC3)cc21	-2	10	-1	-0.6	-3	0	-2	0	2	0
CCCCn1c(SCC(=O)c2ccc(O)c(O)c2)nc2ccsc2c1=O	25	22	-3	1.8	-3	-22	30	37	-5	-1
COC(CN1C(=O)C(=O)/C(=C(/O)c2ccccc2)C1c1ccccn1)OC (stereo unspecified)	-4	17	-2	-0.1	0	-55	-7	-2	-1	-3
OCCCNC(=S)Nc1ccc(Br)cc1Cl	4	20	-3	1.9	-1	-5	-40	-4	2	1
N/C(=N\OC(=O)c1cnn(-c2ccccc2)c1C(F)(F)F)c1cc(C(F)(F)F)cc(C(F)(F)F)c1	-13	8	-1	-1.0	6	-12	8	-14	5	4
COc1cccc(CNC(=O)c2cc(C)nc3ccccc23)c1	-4	28	1	-0.2	4	-21	15	-3	0	0
Cc1ccc(NC(=O)CNC(=O)c2ccccc2F)cc1Cl	10	9	2	·	-1	-43	-69	4	-3	-1
C/C(=C\c1ccccc1)CN1CCN(C(C)C)C(CCO)C1 (stereo unspecified)	-5	15	-2	-0.2	-1	-14	-10	-8	2	-1

Entries above that contain a CF3 group (three):
SMILES	HSF1 inh	AI-2 QS modul	GSK3 alpha inh	HIF activator	IEC-6 tox	KLF5 inh	aSyn 5UTR inh	HSF-1 act	HSP90 inh	GSK3B inh
Cc1ccc(Cn2ccc(NC(=O)CCSc3nc(-c4ccco4)cc(C(F)(F)F)n3)n2)cc1	13	6	0	0.9	1	-6	16	18	1	-4
O=C(C1CC1)N1N=C(c2ccc(Br)cc2)CC1(O)C(F)(F)F (stereo unspecified)	-6	12	-2	-0.7	-6	-8	-12	-5	-6	1
N/C(=N\OC(=O)c1cnn(-c2ccccc2)c1C(F)(F)F)c1cc(C(F)(F)F)cc(C(F)(F)F)c1	-13	8	-1	-1.0	6	-12	8	-14	5	4
